Bioassay records (PubChem BioAssay)
Ins promoter up: MIN6 insulin promoter up-regulation | MIN6 insulin promoter-GFP reporter, high-content imaging; stronger effect = higher value | z-score at 5 µM | 0.3% of 190,000 active;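 active means z-score above 3 at 5 µM with at least 500 cells counted in the well; inconclusive means wells under 500 cells, flagged as cytotoxic or low count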
Dynein transport: blocks dynein driven cargo transport along microtubules | z-score, hits read low | 0.47% of 220,000 active | 3617.4 mouse cells, GR-EGFP nuclear translocation imaging; test concentration mostly 20 µM; stimulated with dexamethasone, 1 µM; stronger effect = lower value | AID 1381;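 active means plate z-score of nuclear minus cytoplasmic receptor signal below a set negative limit, without overly bright fluorescence or cell loss, cut at about -3.5 in these data, passing the limit was not always enough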;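 further: z-score of nuclear minus cytoplasmic ring GR-EGFP intensity difference per well; some compounds called inactive have numbers as strong as hits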
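Buffer or medium: tet-free medium with charcoal-stripped serum / Also added: dexamethasone agonist, 1.0 µM final, for 30 min / Timing: induction 48 h, compound 1 h, agonist 30 min / Measured by: high-content fluorescence imaging after fixation / Read-out: nuclear-to-cytoplasmic GR-EGFP distribution per well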
Yfh1-depleted yeast: enhancers of respiration in Yfh1-depleted yeast, dose response, Friedreich's ataxia, plus single-dose screen (AID 1465); S. cerevisiae Yfh1-off respiration, WST-1 reduction, 72 h; higher fold induction means a stronger effect; fold induction at 50 µM, or EC50 in µM where a hit was titrated; 0.074% of 220,000 active;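 active means fold induction of absorbance versus untreated yeast above a set limit, then at least 30% activation at any dose in follow-up; inconclusive means repeats straddling the limit, or above it without dose testing; inactive means fold induction below the set limit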;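 further: activators that raise dye reduction in frataxin-depleted yeast; strong numbers were not always called active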
AID2073: inhibitors of Mint1-CaV2.2 protein interaction, biochemical, HTRF (AID 2073); 0.19% of 290,000 active; inhibition, % at 20 µM; hits with a dose series show IC50 in µM; HTRF protein-protein interaction, Mint1-CaV2.2; higher % means a stronger effect; in the data active means inhibition mostly above about 51%, no sharp cut-off; inconclusive means no clear call, values can overlap the other calls; inactive means mostly below about 53%; further: some results filed as inactive read as strong as hits
HIV fusion peptide: inhibitors of HIV fusion peptide binding, primary screen, biochemical, uHTS, fluorescence dequenching (AID 1986); cell-free peptide binding, fluorescence dequenching, 30 min; higher % means a stronger effect; inhibition, % at 20 µM, or IC50 in µM where a hit was titrated; 0.3% of 290,000 active; in the data active means inhibition mostly above about 52%, no sharp cut-off; inactive means mostly below about 76%; further: some results filed as inactive read as strong as hits
Autophagy mod: autophagy modulation, high-content screen. 0.98% of 190,000 active. calls only at 10 µM (by protocol). MEF GFP-LC3 puncta imaging; test concentration mostly 10 µM;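 active means percentage of spot-positive cells more than 3 SD above its plate mean, without a fluorescence outlier flag or 80% toxicity; inconclusive means no clear call, values can overlap the other calls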;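 further: spot-positive cell cutoff set from DMSO-treated cells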
bCat nuc transl: alters nuclear translocation of beta-catenin in HeLa cells. immunofluorescence imaging. nuclear translocation activity, % at 5 µM. 0.3% of 190,000 active. AID 1665;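 active means nuclear translocation activity above 50% at 5 µM, with a well cell count of 50 or more; inconclusive means wells under 50 cells across six images, flagged as toxic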;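 further: per-cell ratio of nuclear to cytoplasmic median beta-catenin stain intensity; plate controls were DMSO negative control for no effect and GSK-3 inhibitor IX positive control for full effect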
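System: HeLa cells, endogenous beta-catenin; compound dosing: 5 µM primary single dose, 0.1% DMSO, 0.02–20 µM confirmation series; incubation: 24 h compound exposure at 37°C, 5% CO2; signal: beta-catenin immunofluorescence imaging with DAPI; evaluation: % activation, nuclear-to-cytoplasmic median beta-catenin signal ratio per cell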
WT yeast gro inh: growth inhibition of WT yeast, mitochondrial fusion screen. inhibition, % at 10 µM. AID 1362. mitochondrial fusion phenotypic screen, WT strain. 2.1% of 190,000 active; in the data active means inhibition above about 58%; tested in S. cerevisiae
MT stabilize HCS: stabilizes microtubules in HeLa cells; 0.83% of 200,000 active; % tubulin-high responders, % at 10 µM; HeLa tubulin immunostaining HCS, 24 h; share of cells brighter than vehicle mean+2SD;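 active means plate Z-score above 3 for both tubulin-high and condensed-nucleus cell shares, with cell loss under 80%, at 10 µM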;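 further: anti alpha tubulin signal scored within the nucleus-defined area of each cell; some results filed as inactive read as strong as hits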
WT yeast gro inh mutant strain: also measured in WT yeast gro inh; calls as there; inhibition, %; mitochondrial fusion phenotypic screen, mutant strain inhibition
Dynein transport cytoplasmic EGFP: further read-out of Dynein transport, marked with its call; z-score; measured here: cytoplasmic GR-EGFP intensity; stronger effect = higher value
Dynein transport nuclear GR-EGFP: second read-out of Dynein transport, no call of its own (marks repeat the call); z-score; measured here: nuclear GR-EGFP intensity;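 lower value marks the stronger effect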
Dynein transport cell count: further read-out of Dynein transport, marked with its call; z-score; measured here: cell count per field
Ins promoter up cell count: also measured in Ins promoter up; calls as there; cell count; measured here: cytotoxicity, nuclei count;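 total cells summed across four imaged fields per well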
bCat nuc transl cell count 5 µM: also measured in bCat nuc transl; calls as there; cell count; measured here: cell count, cytotoxicity flag
MT stabilize HCS Hoechst-high %: also measured in MT stabilize HCS; calls as there; % Hoechst-high responders; measured here: nuclear condensation Hoechst responders;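 share of cells brighter than vehicle mean plus two SD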
MT stabilize HCS cytotoxicity %: further read-out of MT stabilize HCS, marked with its call; toxicity, %; measured here: cytotoxicity by cell density;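 0% = mean cell density of plate MIN control wells and 100% = no cells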
Autophagy mod cell loss 18 h: also measured in Autophagy mod; calls as there; toxicity, %; measured here: cell loss, nuclei count;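 cell loss after 18 h compound exposure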
Starred values were filed as active, the others as inactive; i = inactive; ? = inconclusive; nt = not tested or not shown.

SMILES | Ins promoter up | Ins promoter up cell count | Dynein transport | Dynein transport cytoplasmic EGFP | Dynein transport nuclear GR-EGFP | Dynein transport cell count | Yfh1-depleted yeast | AID2073 | HIV fusion peptide | Autophagy mod | Autophagy mod cell loss 18 h | bCat nuc transl | bCat nuc transl cell count 5 µM | WT yeast gro inh | WT yeast gro inh mutant strain | MT stabilize HCS | MT stabilize HCS Hoechst-high % | MT stabilize HCS cytotoxicity %
COc1cc(/C=C/C(=O)OCC(=O)c2c(N)n(C)c(=O)n(C)c2=O)ccc1OCC#N | -1.2 | 1175 | 0.65 | -0.28 | 0.83 | -0.24 | i | 19% | 0.8% | i | 7 | -0.8 | 1127 | -4 | -2 | 5.0 | 2.4 | 1.6
CC(=O)NCCn1c(SCC(=O)NCCC(C)C)nc2ccccc2c1=O | nt | nt | 1.5 | -0.24 | -0.48 | -0.036 | i | 1% | -1.8% | i | 12 | nt | nt | -6 | 6 | 1.7 | 2.0 | 5.0
COc1cccc(NC(=S)NCCc2ccccn2)c1 | 0.28 | 1503 | -0.72 | -0.25 | -0.5 | 0.45 | i | 7% | 2.2% | i | 13 | -2.1 | 1058 | 0 | 16 | 3.4 | 1.3 | 4.4
O=C(NCCCO)Nc1ccc2nc(-c3ccco3)c(-c3ccco3)nc2c1 | 0.17 | 867 | -0.86 | 0.095 | -0.3 | 0.96 | nt | 20µM* | 76% | i | -2 | 2.7 | 960 | 10 | 8 | 1.1 | 1.7 | 5.1
Cc1cccn2c(=O)c3cc(C#N)c(=NC(=O)c4ccncc4)n(CCCOC(C)C)c3nc12 | -1 | 941 | -0.72 | 0.47 | -0.062 | 1.1 | i | -2% | 1.9% | i | 15 | -4.3 | 903 | 1 | 13 | 2.4 | 1.6 | 8.6
O=C1COc2ccc(-c3n[nH]c(=O)c4ccccc34)cc2N1 | -0.94 | 1266 | -0.091 | -0.29 | -0.047 | 0.43 | i | 13% | 0.8% | i | -34 | -1.0 | 1120 | -4 | -2 | 4.4 | 1.7 | 5.3
COc1ccccc1NC(=O)Cn1c2ccccc2c2nc3n(c(=O)c21)CCS3 | -0.51 | 1318 | -0.33 | -0.33 | -0.19 | 0.09 | i | 13% | 2.2% | i | -1 | -0.6 | 1101 | -30 | -16 | 4.4 | 7.0 | 3.5
CC(=O)N(C)C1(c2nnnn2CCOC(=O)Nc2cccc3ccccc23)CCCC1 | 0.02 | 1993 | -0.28 | -0.22 | -0.24 | -0.0025 | i | 2% | -1.8% | i | -3 | -0.8 | 1127 | -23 | -5 | 1.7 | 2.2 | 7.8
COc1ccc(CCNC(=O)CN2CCC(C)CC2)cc1OC | nt | nt | -1.1 | -0.13 | -0.59 | 0.64 | i | 6% | -1.1% | i | -4 | 0.4 | 1032 | 4 | 13 | 1.1 | 1.6 | 8.6
Cc1ccc(C)c(CN2C(=O)C3(OCCCO3)c3ccccc32)c1 | -0.1 | 1477 | -0.51 | -0.24 | -0.085 | 1 | i | 3% | -1.2% | i | 3 | -0.5 | 1374 | 25 | 8 | 3.2 | 1.4 | 5.2
O=C1NN(c2ccccc2)C(=O)/C1=C\c1ccc(-c2cc([N+](=O)[O-])ccc2O)o1 | 0.7 | 1478 | -0.28 | -0.24 | -0.081 | 0.82 | i | 31% | 54% | i | -5 | -1.5 | 1067 | 21 | 14 | 1.8 | 1.6 | 8.8
COc1cccc(-c2ccc(SCC(=O)N3CCc4ccccc43)nn2)c1 | 0.51 | 1413 | 1.5 | -0.24 | 0.97 | -0.87 | i | 18% | -1.1% | i | -3 | -2.1 | 1153 | 13 | 0 | 2.8 | 3.1 | 12
O=C(O)c1ccc2c(=O)n3c(nc2c1)/C(=C/c1cccc(Cl)c1Cl)CCCC3 | -0.33 | 1417 | -0.2 | -0.04 | 0.24 | -0.19 | i | 1% | 19% | i | -14 | 4.2 | 1036 | 5 | 2 | 2.8 | 3.1 | 9.2
S=c1nc[nH]c2c1cnn2-c1ccccc1 | -0.28 | 1463 | 0.19 | -0.091 | -0.079 | -0.45 | i | ? | 0.2% | nt | nt | 1.7 | 903 | nt | nt | nt | nt | nt
COc1cnc(-c2ccccc2)nc1Oc1cccc(C)c1 | -0.14 | 1643 | -0.18 | -0.22 | 0.44 | 0.76 | i | -1% | -2.0% | i | -18 | 0.0 | 1397 | 5 | -5 | 1.9 | 1.5 | 8.7
NS(=O)(=O)c1ccc(CNS(=O)(=O)c2ccc(Cl)nc2)cc1 | 0.3 | 1571 | 0.52 | -0.21 | 0.52 | -0.31 | i | 8% | 2.0% | i | 10 | -5.4 | 1066 | -16 | 1 | 5.5 | 2.2 | 13
O=C(NCCc1c[nH]c2ccccc12)C(=O)NCC1OCCCN1S(=O)(=O)c1ccccc1 (stereo not drawn) | 0.54 | 1230 | -0.6 | -0.33 | -0.62 | 0.75 | i | 3% | -2.2% | i | -2 | -2.5 | 496 | -18 | -18 | 2.4 | 3.3 | 7.3
CCCC(=O)Nc1ccc(C(=O)NCC2CCCO2)cc1 (stereo not drawn) | 0.44 | 752 | 0.55 | 0.58 | 0.76 | -0.81 | i | 2% | -0.8% | i | 4 | nt | nt | -8 | 4 | 1.5 | 1.5 | 6.0
O=C(NCc1ccco1)Nc1ccc2snnc2c1 | -0.8 | 833 | -1.1 | -0.25 | -0.55 | 0.79 | i | 4% | -1.4% | i | 4 | -0.9 | 1207 | -1 | 4 | 1.9 | 1.8 | 4.3
Cc1ccc(-c2cc(-c3ccccc3)nc(Cl)n2)cc1 | -0.24 | 1659 | -0.92 | -0.22 | -0.0022 | 1.1 | i | 5% | 0.7% | i | 16 | -0.7 | 1320 | 21 | 13 | 3.5 | 2.0 | 9.5
COc1ccc(OC)c(/C=C/c2c([N+](=O)[O-])c(=O)n(C)c(=O)n2C)c1 | 0.54 | 1323 | -0.9 | 0.82 | -0.27 | 0.0026 | i | -3% | -1.5% | i | 8 | 0.8 | 1120 | 8 | -10 | 4.4 | 1.7 | 5.7
CCOC(=O)c1cnc(SCc2ccc(C(C)(C)C)cc2)nc1N | 0.56 | 859 | -0.66 | -0.18 | -0.45 | 0.65 | i | -8% | -1.5% | i | -1 | -1.7 | 1209 | 11 | 10 | 2.3 | 2.0 | 4.3
COc1ccc(Nc2ccc(Cl)cc2)c(C(=O)O)c1 | -0.05 | 1409 | -0.25 | -0.34 | -0.39 | 0.36 | i | 7% | 21% | i | -16 | 4.5 | 1093 | -8 | 5 | 1.9 | 1.9 | 5.2
Cc1cccc(C)c1OCc1nnc(SCC(=O)NCCc2ccccc2)o1 | 0.17 | 1268 | 2.6 | 0.021 | 2.5 | -3.1 | i | -9% | -0.6% | i | 1 | -2.1 | 1285 | -6 | -20 | 3.0 | 1.9 | 61
O=C(NCc1n[nH]c(=S)n1-c1cccc(Cl)c1)c1ccc(S(=O)(=O)N2CCCC2)cc1 | 1.5 | 1402 | 1.2 | -0.3 | 0.6 | -0.84 | i | -30% | -1.2% | i | 13 | 0.1 | 1160 | 11 | -5 | 5.6 | 2.6 | 4.3
O=C(C1CCCN1S(=O)(=O)c1cccc2nsnc12)N1CCCCCC1 (stereo not drawn) | 1.6 | 1130 | 0.55 | -0.16 | 0.74 | -1.8 | i | 2% | -0.5% | nt | nt | 1.0 | 1329 | nt | nt | nt | nt | nt

Structures listed so far with a nitro group on carbon, in the order listed:
SMILES | Ins promoter up | Ins promoter up cell count | Dynein transport | Dynein transport cytoplasmic EGFP | Dynein transport nuclear GR-EGFP | Dynein transport cell count | Yfh1-depleted yeast | AID2073 | HIV fusion peptide | Autophagy mod | Autophagy mod cell loss 18 h | bCat nuc transl | bCat nuc transl cell count 5 µM | WT yeast gro inh | WT yeast gro inh mutant strain | MT stabilize HCS | MT stabilize HCS Hoechst-high % | MT stabilize HCS cytotoxicity %
O=C1NN(c2ccccc2)C(=O)/C1=C\c1ccc(-c2cc([N+](=O)[O-])ccc2O)o1 | 0.7 | 1478 | -0.28 | -0.24 | -0.081 | 0.82 | i | 31% | 54% | i | -5 | -1.5 | 1067 | 21 | 14 | 1.8 | 1.6 | 8.8
COc1ccc(OC)c(/C=C/c2c([N+](=O)[O-])c(=O)n(C)c(=O)n2C)c1 | 0.54 | 1323 | -0.9 | 0.82 | -0.27 | 0.0026 | i | -3% | -1.5% | i | 8 | 0.8 | 1120 | 8 | -10 | 4.4 | 1.7 | 5.7

Structural class, the compounds so far containing a cyano group (two)
SMILES | Ins promoter up | Ins promoter up cell count | Dynein transport | Dynein transport cytoplasmic EGFP | Dynein transport nuclear GR-EGFP | Dynein transport cell count | Yfh1-depleted yeast | AID2073 | HIV fusion peptide | Autophagy mod | Autophagy mod cell loss 18 h | bCat nuc transl | bCat nuc transl cell count 5 µM | WT yeast gro inh | WT yeast gro inh mutant strain | MT stabilize HCS | MT stabilize HCS Hoechst-high % | MT stabilize HCS cytotoxicity %
COc1cc(/C=C/C(=O)OCC(=O)c2c(N)n(C)c(=O)n(C)c2=O)ccc1OCC#N | -1.2 | 1175 | 0.65 | -0.28 | 0.83 | -0.24 | i | 19% | 0.8% | i | 7 | -0.8 | 1127 | -4 | -2 | 5.0 | 2.4 | 1.6
Cc1cccn2c(=O)c3cc(C#N)c(=NC(=O)c4ccncc4)n(CCCOC(C)C)c3nc12 | -1 | 941 | -0.72 | 0.47 | -0.062 | 1.1 | i | -2% | 1.9% | i | 15 | -4.3 | 903 | 1 | 13 | 2.4 | 1.6 | 8.6
